Screening data as filed in PubChem.
SENP7 block = blocks the human protease SENP7; Q9BQF6; recombinant SENP7, Z-RLRGG-aminoluciferin luminescence, 40 min; inhibition, % at 5 µM; 1.5% of 330,000 active; AID 434973;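 active = inhibition above about 50% at the single test dose, limit read from the data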;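 also: plate controls were DMSO with enzyme for no effect and no enzyme buffer wells for full effect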
SENP1 inh = blocks the human SENP1 SUMO protease catalytic domain; recombinant SENP1 catalytic domain, CyPet-SUMO1-YPet FRET cleavage; 0.21% of 360,000 active; inhibition, % at 10 µM;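 active = inhibition at least 30% at 10 µM, raw YFP signal under a set limit, fluorescence ratio 0.5 to 1.5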;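 also: 0% = enzyme with DMSO and 100% = no enzyme wells; some results filed as inactive read as strong as hits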
Target sequence (Q9P0U3 419-644 limits assumed): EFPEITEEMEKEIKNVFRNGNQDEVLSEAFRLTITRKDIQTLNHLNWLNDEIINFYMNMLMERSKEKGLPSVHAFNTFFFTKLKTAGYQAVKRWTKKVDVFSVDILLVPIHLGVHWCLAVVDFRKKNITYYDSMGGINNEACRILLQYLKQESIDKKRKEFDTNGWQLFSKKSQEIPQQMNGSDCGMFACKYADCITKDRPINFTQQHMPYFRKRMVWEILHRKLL
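Controls: no-enzyme wells low, DMSO-plus-enzyme wells high control. Test system: human recombinant His6-tagged SENP1 catalytic domain enzyme. Reagent: SFCypet-SUMO1-SFYpet FRET protein substrate, 25 nM final. Doses: one dose per compound, 10 µM, 0.5% DMSO. Detection: FRET, CFP and YFP emission. Timing: 50 min reaction at room temperature.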
A3G deaminase = APOBEC3G (human) deaminase inhibition; Q9HC16; recombinant A3G, ssDNA deamination FAM/TAMRA fluorescence; inhibition, % at 20 µM; 0.28% of 330,000 active;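 active = inhibition of at least 40% at 20 µM, with no more than 30% in the related APOBEC3A deaminase screen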;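 also: plate controls were DMSO wells with A3G for no effect and wells lacking A3G enzyme for full effect; some compounds called inactive have numbers as strong as hits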
UBC13 inh = human UBC13 polyubiquitination inhibition | P61088 | UBC13 polyubiquitin chain formation, TR-FRET | inhibition, % at 20 µM | 0.47% of 330,000 active | AID 485273; in the data active = inhibition above about 45%, passing the limit was not always enough
Target sequence (P61088 whole entry, looked up): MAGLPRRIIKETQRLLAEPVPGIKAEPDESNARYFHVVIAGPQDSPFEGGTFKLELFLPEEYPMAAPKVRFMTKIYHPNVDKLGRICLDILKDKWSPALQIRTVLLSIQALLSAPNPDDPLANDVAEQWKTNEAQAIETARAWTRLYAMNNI
SENP8 block-1 = blocks human SENP8 cleavage of Nedd8 substrate; Q96LD8; recombinant SENP8, Nedd8 substrate fluorescence; inhibition, % at 20 µM; 0.64% of 360,000 active; AID 602440; in the data active = inhibition mostly above about 40%, no sharp cut-off; inactive = mostly below about 27%
Target sequence (Q96LD8 whole entry, looked up): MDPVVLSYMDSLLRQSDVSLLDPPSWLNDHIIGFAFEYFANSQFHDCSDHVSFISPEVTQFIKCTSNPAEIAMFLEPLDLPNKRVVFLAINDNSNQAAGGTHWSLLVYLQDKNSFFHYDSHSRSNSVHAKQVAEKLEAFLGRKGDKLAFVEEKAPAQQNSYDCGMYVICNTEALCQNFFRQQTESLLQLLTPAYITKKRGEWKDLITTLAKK
Apaf1 inhib = blocks human Apaf-1 apoptosome activity; O14727; reconstituted apoptosome caspase-3 activity, DEVD-Rh110 fluorescence; inhibition, % at 20 µM; 0.71% of 330,000 active; active = inhibition of at least 40% at 20 µM;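 also: plate controls were DMSO wells for no effect and DEVD-CHO caspase inhibitor wells for full effect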
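Material: reconstituted apoptosome with Apaf-1, cytochrome c, caspase-9, procaspase-3, dATP; medium: pH 7.5 Hepes buffer with CHAPS, BSA, DTT; also added: cytochrome c and DEVD-Rh110 substrate; timing: 30 min plus 50 min, RT; signal: Rh110 fluorescence intensity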
SENP8 block-2 = SENP8 protease inhibition. inhibition, % at 10 µM. 1.2% of 330,000 active. Q96LD8. AID 2540. purified SENP8, Z-RLRGG-aminoluciferin cleavage, luminescence; in the data active = inhibition above about 50%
SENP6 inh = inhibitors of human SENP6 protease. Q9GZR1. Recombinant SENP6 catalytic domain, aminoluciferin luminescence. inhibition, % at 10 µM. 1.8% of 330,000 active. AID 2599;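 active = inhibition above about 50% at the single tested dose, limit read from the data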;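 also: plate controls were DMSO wells with enzyme for no effect and DMSO wells lacking enzyme for full effect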
Target sequence (Q9GZR1 628-1112 limits assumed): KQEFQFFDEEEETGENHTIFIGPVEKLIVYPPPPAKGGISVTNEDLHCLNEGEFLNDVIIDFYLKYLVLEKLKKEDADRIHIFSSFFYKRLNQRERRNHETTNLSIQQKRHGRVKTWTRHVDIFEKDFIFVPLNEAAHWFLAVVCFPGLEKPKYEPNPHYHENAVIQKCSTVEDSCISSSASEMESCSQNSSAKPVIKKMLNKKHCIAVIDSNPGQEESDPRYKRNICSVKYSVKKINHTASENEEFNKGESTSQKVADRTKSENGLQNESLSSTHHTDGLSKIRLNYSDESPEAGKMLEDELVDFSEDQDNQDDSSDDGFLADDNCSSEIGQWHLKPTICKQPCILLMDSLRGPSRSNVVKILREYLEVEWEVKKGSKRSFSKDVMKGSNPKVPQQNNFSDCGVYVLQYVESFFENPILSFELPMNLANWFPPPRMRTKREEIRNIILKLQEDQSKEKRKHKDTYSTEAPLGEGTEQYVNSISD
Active calls of the source: *; . = no result given.

Start of the data: the first three compounds, ahead of the listing:
#	Molecule	UBC13 inh	Apaf1 inhib	SENP6 inh	SENP8 block-2	SENP8 block-1	A3G deaminase	SENP1 inh	SENP7 block
1	CC(c1ccc(F)cc1)n1c(Cn2ncc3ccccc3c2=O)n[nH]c1=S (stereo unspecified)	0	-3	-2	2	10	30	2	11
2	Cc1ccc(NC(=O)c2nc[nH]c2C(=O)N2CCN(C(=O)OC(C)(C)C)CC2)cc1	-3	5	-2	9	10	-9	2	8
3	Cc1sc2nc(CN3CCCCC3)nc(Nc3ccc4c(c3)OCCO4)c2c1C	0	-10	-4	-2	9	-5	2	-2

The list itself, from the start:
#	Molecule	UBC13 inh	Apaf1 inhib	SENP6 inh	SENP8 block-2	SENP8 block-1	A3G deaminase	SENP1 inh	SENP7 block
1	CC(c1ccc(F)cc1)n1c(Cn2ncc3ccccc3c2=O)n[nH]c1=S (stereo unspecified)	0	-3	-2	2	10	30	2	11
2	Cc1ccc(NC(=O)c2nc[nH]c2C(=O)N2CCN(C(=O)OC(C)(C)C)CC2)cc1	-3	5	-2	9	10	-9	2	8
3	Cc1sc2nc(CN3CCCCC3)nc(Nc3ccc4c(c3)OCCO4)c2c1C	0	-10	-4	-2	9	-5	2	-2
4	COc1cccc(-n2nc(C(=O)N3CCN(Cc4ccccc4)CC3)c3ccccc3c2=O)c1	5	-1	0	4	-17	0	0	5
5	Oc1c(N=Nc2ccc(F)cc2)ccc2ccccc12	-92	5	82*	86*	42*	-1	12	99*
6	O=C(c1ccc(COc2ccc(Cl)cc2)o1)N1N=C(C(F)F)CC1(O)C(F)F (stereo unspecified)	-9	20	-22	-16	15	-13	2	-5
7	COc1cc(/C=N/n2cnnc2)ccc1OCCSc1ccc(C)cc1	-8	16	-29	-7	-14	4	1	-1
8	COc1ccc2c(C)cc(SCC(=O)NCCN3C(=O)CSC3=O)nc2c1	2	-8	-7	5	-61	-4	-8	-2
9	COc1ccc2nc3ccccc3nc2c1	22	-2	42	41	-93	-5	-17	43
10	CCCCn1c(N)c(N(CCOC)C(=O)c2cnc(C)cn2)c(=O)[nH]c1=O	2	-13	-6	-7	-2	-12	-1	-13
11	C=CCc1c(C)nc(SC)nc1Nc1ccc(C)cc1	3	3	-25	-10	-7	-6	-3	-21
12	COc1ccc2nc3oc(C(=O)NCCCOC(C)C)cc3cc2c1	22	7	6	-6	-259	0	-2	6
13	CC(NS(=O)(=O)c1ccc(NC(=O)N2CCCCC2)cc1)c1ccccc1 (stereo unspecified)	9	1	3	-8	-1	-5	-1	-2
14	CCn1cc(C(=O)O)c(=O)c2cc(F)c(N/N=C/c3ccccc3)cc21	-15	13	3	-3	-424	-9	-48	0
15	Cc1ccc(CNC(=O)c2nc3nc(C)cc(C)n3n2)cc1	4	-12	-11	-4	9	-14	-1	-7
16	COc1ccc(C2CC(c3ccc(F)cc3)n3nc(NC(=O)c4ccco4)nc3N2)cc1 (stereo unspecified)	-3	-4	-7	3	-18	-2	1	-5
17	C=CCn1c(CSCc2ccc(Cl)cc2Cl)nnc1SCC(=O)Nc1ccc(C(=O)O)cc1	-13	7	3	-2	10	-7	4	-5
18	COc1ccc(Br)cc1CN(C)CC(=O)Nc1cccc(S(N)(=O)=O)c1	-2	12	14	-6	3	-5	2	-3
19	Cc1ccc(C(=O)NCC(=O)N2CCCN(C)CC2)cc1C	4	-22	2	1	10	-2	-3	2
20	Cc1ccc(-c2cc(C(=O)Nc3sc4c(c3C(=O)NCc3ccco3)CCC4)[nH]n2)c(O)c1	-1	-12	2	-6	-402	-5	-85	-11
21	Cc1nnnn1/C(=C\c1ccccc1)C(=O)OCC(=O)NC(C)(C)C	-19	-4	-12	-12	8	-7	1	2
22	COc1ccc(C2(CNC(C)=O)CCOCC2)cc1OC	5	13	0	-9	18	-10	-1	-9
23	CC(=O)C[C@H]1c2cc(F)ccc2S(=O)(=O)N1c1ccc(N(C)C)cc1	-9	0	9	3	-29	-3	11	3
24	Cc1cccc(N2C(=O)C(Cl)=C(Nc3c(C)n(C)n(-c4ccccc4)c3=O)C2=O)c1C	-3	16	-2	4	29	-1	6	1
25	CC1(C)CC(NS(=O)(=O)c2ccc(F)cc2)CC(C)(C)N1	-5	-12	21	-3	7	-3	2	5
26	Cc1ccc2[nH]c(=O)c(CN(CCCN(C)C)C(=O)Nc3ccc(F)cc3)cc2c1	-8	2	12	4	-11	-10	0	3
27	COC(=O)c1ccc(CSc2nnc(NC(C)C)s2)cc1	-4	5	-8	-10	32	-2	2	2
28	CCOc1ccc(NC(=O)NCCCn2c(C)nc3cc(C)c(C)cc32)cc1	5	9	-2	4	20	-2	2	7
29	CCOc1ccccc1-c1nnc(SCC(=O)Nc2ccccc2)o1	9	1	-15	-8	22	-7	1	0
30	COc1ccccc1OCC(O)CO (stereo unspecified)	0	-5	9	7	17	-4	1	3
31	CCCc1nc2oc3ccccc3c(=O)c2c(=O)n1-c1ccccc1	-1	9	-39	-7	-7	-3	-2	-4
32	COc1ccccc1CN1CCNC(=O)C1CC(=O)N(C)Cc1nc(C)cs1 (stereo unspecified)	-2	-3	-6	-5	-13	-7	-3	-1
33	C[C@H](CO)N1C[C@H](C)[C@@H](CN(C)Cc2ccc(Cl)c(Cl)c2)Oc2ccc(NC(=O)Cn3cnnn3)cc2C1=O	6	23	-3	0	-15	3	1	11
34	C=CCNc1nc(C2(C)CC3(CC(C)OC3=O)C(=O)O2)cs1 (stereo unspecified)	4	-4	-12	-7	16	0	0	-4
35	CCOc1ccccc1NC(=O)Nc1cccc(S(N)(=O)=O)c1	8	-13	-22	-16	15	-4	1	7
36	CCC(O)CNc1nc(SC)nc2sc3c(c12)CCN(C)C3 (stereo unspecified)	6	-9	-6	2	-292	-3	-66	14
37	COc1ccc(/C=N/NC(=O)c2cc(-c3ccccc3OC)nc3ccccc23)cc1COC(C)=O	1	28	-13	-3	-52	-7	2	-4
38	COc1ccc(OC)c(C2=Nn3c(nnc3-c3cc(C)[nH]n3)SC2)c1	0	1	-4	2	-48	5	0	12
39	COc1ccc(Cl)cc1S(=O)(=O)n1ccnc1C(C)C	-8	5	18	-2	13	1	3	-3
40	O=C(c1ccc(F)cc1)N1CCN(C2CCC(c3ccccc3)CC2)CC1 (stereo unspecified)	1	7	-2	1	12	-4	3	11
41	CCOc1cc(/C=N\NC(=O)Cc2ccccc2)ccc1OCC(=O)Nc1ccc(C)c(C)c1	-5	20	-8	-10	37	-5	3	-8
42	COC(=O)c1c(F)c(F)c(N2CCOCC2)c(F)c1F	0	-14	-24	2	2	1	3	15
43	COc1ccc(C(=O)N(Cc2cccs2)C2CCS(=O)(=O)C2)cc1 (stereo unspecified)	0	-2	15	-5	5	-8	0	-4
44	C/C(Cn1nnc([N+](=O)[O-])n1)=N\NC(=O)c1cccc(Cl)c1	1	-3	13	13	24	-8	1	13
45	Cc1c(C)n(C(=O)CSc2nncn2C)c2ccccc12	6	-2	-31	5	9	-5	0	1
46	COc1ccccc1C(C(=O)NC1CCCC1)N(C(=O)c1csnn1)C1CC1 (stereo unspecified)	-3	0	-12	-3	-2	-8	2	-4
47	CC1CCCCN1CCCNC(=O)CN1C(=O)CSc2ccc(S(=O)(=O)N3CCOCC3)cc21 (stereo unspecified)	5	1	-12	0	4	-5	-2	-6
48	O=C(NNC1=Nc2ccccc2SC1)c1ccccc1F	-9	-1	7	-5	10	-6	1	-12
49	COc1ccc(Nc2nc(Cl)nc(NCCO)n2)cc1	-8	-4	-14	-5	22	-8	2	4
50	O=C(Nc1nnc(-c2ccc(F)cc2)s1)c1c(F)cccc1Cl	4	5	19	3	-6	0	0	-10
51	CNC(=S)N(CCc1c(C)[nH]c2ccc(OC)cc12)Cc1ccco1	4	7	-2	5	-11	-4	-7	4
52	CN(C)C(CNC(=O)c1ccc(NC(=O)CC#N)cc1)c1ccccc1 (stereo unspecified)	3	-1	-3	1	-100	-4	-27	-2
53	C=C(C)C(=O)Nc1cccc(C(C)=O)c1	-12	-6	-1	-9	15	0	1	-3
54	CN(Cc1cn[nH]c1-c1ccc2c(c1)OCO2)C1CCOCC1	13	-13	-25	2	15	-2	1	0
55	COc1cc2c(cc1NC(=O)C(C)OC(=O)/C=C/c1ccc(OC(F)F)cc1)oc1ccccc12 (stereo unspecified)	3	13	11	3	16	6	0	3
56	CCCCNC(=S)N(C)/N=C/c1c(F)c(F)c(F)c(F)c1F	5	15	10	8	28	-7	2	5
57	COc1ccc(NC(=O)c2cc3c(Cl)nc4ccccc4c3s2)c(OC)c1	-10	-7	5	-6	-18	-3	-3	-1
58	CCOC(=O)Nc1ccc2c(COC(=O)c3ccccc3O)cc(=O)oc2c1	6	15	-5	6	-304	-5	-38	2
59	CN1CCN(/N=C/c2nc(-c3cccc([N+](=O)[O-])c3)n3ccccc23)CC1	-28	7	-11	-6	26	-7	-2	-12
60	CCCOC(=O)c1ccc(NC(=O)CCC(=O)OCC)cc1	0	-8	-10	-4	12	-3	3	0

The results go on.
#	Molecule	UBC13 inh	Apaf1 inhib	SENP6 inh	SENP8 block-2	SENP8 block-1	A3G deaminase	SENP1 inh	SENP7 block
61	COC(=O)Nc1ccc2c(c1)N(C(=O)CCN(C)C)c1ccccc1CC2	2	14	15	3	-12	-3	-7	14
62	COC(=O)CCCC1=CC2=CC(=O)C(C)(OC(=O)c3ccc(Cl)nc3)C(=O)C2=CO1 (stereo unspecified)	-71	-2	-14	-1	.	1	.	3
63	CCOC(=O)c1ccc2c(c1)nc(SCc1cn3ccsc3n1)n2CC	2	3	-3	-3	13	-1	0	2
64	CC(=O)c1cc(C#N)c(SCc2ccccn2)nc1C	5	-2	2	-5	17	-6	2	2
65	Cc1cccc(N(CC(=O)NC(C)(C)C)C(=O)CNC(=O)c2cccs2)c1	-4	12	14	-7	5	2	1	-5
66	CCN(CC(=O)Nc1ccc2c(c1)OCCO2)C(=O)c1ccc([N+](=O)[O-])s1	-10	5	7	3	5	-4	-2	12
67	COc1cccc(C(=O)N2CCCC(c3nc(-c4cccs4)no3)C2)c1 (stereo unspecified)	3	13	-6	2	12	1	-1	5
68	O=C(CCc1nnc(COc2ccccc2)o1)NC1(c2ccccc2)CC1	-17	-1	-2	-4	14	9	-2	-9
69	COC(=O)C1=NN(C(=O)c2ccc(C)cc2)C(O)(c2ccc(Cl)cc2)C1 (stereo unspecified)	-48	2	-10	-3	.	-9	.	4
70	O=C(Nc1ccncc1)Nc1cccc(C(F)(F)F)c1	14	18	-13	-9	-2	-5	0	-12
71	CCOc1ccc(OCC(=O)Nc2nccs2)cc1	4	12	97*	95*	18	-4	-2	98*
72	Cc1ccsc1/C=N/NC(=S)NCCc1ccccc1	-18	30	16	1	14	-10	1	-11
73	NC(=O)CSc1ccc(S(=O)(=O)N2CCOCC2)cn1	3	-7	5	8	1	-6	37	7
74	c1ccc2c(c1)nnn2CNc1nccs1	-2	5	6	7	36	-1	0	5
75	Cc1[nH]c2ccc(OC(=O)N3CCOCC3)cc2c1C(=O)OC(C)C	-1	0	-10	-13	12	-7	1	-12
76	N=C1S/C(=C\c2ccco2)C(=O)N1c1ccc2c(c1)OCO2	-16	8	-29	-8	19	14	4	3
77	Cc1nc(N2CCN(Cc3ccc(Cl)cc3)CC2)c2oc3ccccc3c2n1	11	6	-11	-16	-2	-7	3	-8
78	CC1(C)CC(=O)C2=C(C1)N=c1s/c(=C/c3ccc(F)c(F)c3)c(=O)n1C2c1ccc(F)cc1 (stereo unspecified)	2	6	-2	7	-81	0	0	1
79	CSCc1cc(N(C)C)nc(SCc2ccc(Cl)c(Cl)c2)n1	0	20	-19	-3	-13	8	-8	-11
80	CCOC(=O)c1sc(=S)n(Cc2ccccc2)c1N	-3	7	-13	-11	14	-5	0	-5
81	Cn1c(=S)[nH]c2cccnc21	7	-5	-6	4	4	-4	-1	7
